Screens from PubChem BioAssay.
KCNH2 3.1 inh – blocks the human KCNH2 3.1 channel isoform. AID 720553. U2OS KCNH2 3.1, thallium flux FluxOr; active compounds read low. 340,000 compounds, 0.95% hits. activity change, % (tested at about 1.8 µM);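 active = maximum activity change below -70%; inconclusive = maximum activity change from -70% to -50%; inactive = maximum activity change above -50%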;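 also: thallium influx rate constant from kinetic fluorescence after stimulation buffer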
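Kinetic fluorescence (2 min after stimulation buffer) measures Tl+ influx through KCNH2 3.1 expressed by viral transduction in U2OS cells; the rate constant is normalized against DMSO controls serving as positive and negative references.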
An asterisk follows results filed as active; ? = inconclusive. % is scaled to controls: 0 for no effect and ±100 for the full control effect. The list is partial; the hit share may differ from the screen's.

SMILES | KCNH2 3.1 inh
COc1ccc(CNC(=O)C2CCCN2C(=O)Nc2cccc(Cl)c2)cc1 (centres undefined) | 8
CN1CC(O)(C(O)C(O)C(O)CO)SC1=S (centres undefined) | 8
CC(Sc1ccc(S(=O)(=O)N2CCCCC2)cn1)C(N)=O (centres undefined) | 7
COc1cc2c(cc1CNC[C@H]1O[C@@H](n3ccc(N)nc3=O)[C@H](O)[C@@H]1O)OCO2 | 2
C[C@H]1CN(c2ccccc2)C(=O)[C@@H]1CC(=O)Nc1ccccc1 | -4
CCOC(=O)C1(COCc2ccccc2)CCCCC1=O (centres undefined) | 2
CC1(C)CC(=Cc2ccccc2[N+](=O)[O-])C(=O)c2ccccc21 | 7
O=C(c1ccc(CS(=O)c2ccccc2Cl)o1)N1CCN(C2CCCCC2)CC1 (centres undefined) | -5
CCOc1ccc(C2C3=C(CC(C)(C)CC3=O)N(CCCOC)C3=C2C(=O)CC(C)(C)C3)cc1OC | 24
C[C@@H]1CN([C@H](C)CO)C(=O)CCCn2cc(nn2)CO[C@H]1CN(C)S(=O)(=O)c1cccc(C#N)c1 | -6
O=C(O)CNc1nc(NCc2ccc(Cl)cc2)ccc1[N+](=O)[O-] | 10
CC1(c2ccccc2)NC(=O)N(CC(=O)N2CCc3ccccc32)C1=O (centres undefined) | 13
O=C(c1ccc(Cl)cc1)N1CCN(c2ccc(N3CCOCC3)nn2)CC1 | 15
CN(CCCn1ccc(NC(=O)OCc2ccccc2)nc1=O)Cc1ccco1 | -12
CC1=C(C(=O)N(C)C)CC(CC(=O)NCc2cccs2)C(=O)N1CCCN1CCCC1=O (centres undefined) | 1
c1ccc(Cc2c(-c3ccccc3)nc3c4ccccc4ccn23)cc1 | -14
C[C@H](CO)N1C[C@H](C)[C@@H](CN(C)C(=O)Nc2ccc(C(C)(C)C)cc2)OCc2cnnn2CCCC1=O | -12
COc1cccc(CN2CC(C(=O)NCCc3nccs3)CCC2=O)c1 (centres undefined) | 11
O=C(c1ccco1)N1CCC2CC1c1c(Cl)cccc12 (centres undefined) | 1
O=C(COC(=O)Cc1c(Cl)cccc1Cl)NCc1ccccc1 | 3
CN1OC[C@@H]2CN[C@H](c3ccc(-c4cc5ccccc5o4)cc3)C[C@@H]21 | -14
Cn1cnnc1SCC(=O)N1CCc2ccccc2C1 | -3
C=CCn1c(SCC(=O)NC2CCCC2)nc2ccccc21 | -21
O=C(OCc1cn([C@H]2C[C@H](c3ccccc3)N(Cc3cccs3)C[C@@H]2O)nn1)c1ccccc1 | 9
O=C(CCCN1C(=O)/C(=C\c2cccs2)SC1=S)Nc1ccccc1O | -18
COc1ccccc1N1CC(C(=O)OC(C)C(=O)Nc2ccc(F)cc2)CC1=O (centres undefined) | -2
O=C(CN1C(=O)C2CC=CCC2C1=O)Nc1ccc(F)c(Cl)c1 (centres undefined) | 2
Cc1ccc2c(=O)n3c(nc2c1)C(Cc1ccccc1)NC(=O)c1cc2ccccc2cc1-3 (centres undefined) | -41
CC(C)(C)c1ccc(C(=O)NCc2nnc(SCC(=O)N3CCCC3)o2)cc1 | -6
Cc1cccc(S(=O)(=O)N(C)C[C@@H]2OCc3cn(nn3)CCCC(=O)N([C@@H](C)CO)C[C@H]2C)c1 | -34
Cc1ccc(NC(=O)CN2C(=O)NC3(CCCCC3C)C2=O)cc1S(=O)(=O)N1CCOCC1 (centres undefined) | 4
COc1ccccc1C(=O)N1CCN(C(=O)c2oc3c(C)c(C)ccc3c2C)CC1 | 2
Cc1c(C(=O)N2CCN(Cc3nccn3C)CC2)oc2c(F)cccc12 | -3
O=C(OCc1cn([C@H]2CN(C(=O)c3cccs3)[C@@H](c3ccc(Cl)cc3)C[C@@H]2O)nn1)c1ccccc1 | -12
COCCNc1nc2c(c(=O)n(C)c(=O)n2C)n1CCCc1ccccc1 | -2
CC1CCCC(C)N1C(=O)CN1C(=O)NC2(CCCCCC2)C1=O (centres undefined) | -1
COc1cc2c(cc1OC)C1CCc3cc4c(cc3C1N=C2)OCO4 (centres undefined) | -3
COCCCN1C(=O)C(CC(=O)NCCCCc2ccccc2)CC(C(=O)N2CCOCC2)=C1C (centres undefined) | -24
CN[C@H](C)C(=O)NC[C@H]1O[C@@H](n2ccc(N)nc2=O)[C@H](O)[C@@H]1O | 2
CNC(=O)C[C@H]1C(=O)N(c2ccc(Br)cc2)C[C@@H]1CSC | 5
O=C1NC(Cc2ccc(O)cc2)c2nc3cc(F)ccc3c(=O)n2-c2cc3ccccc3cc21 (centres undefined) | -28
CCN1C(=O)[C@H]2[C@@H](c3ccc(C(F)(F)F)cc3)N[C@]3(CCCN(Cc4ccc(C(F)(F)F)cc4)C3=O)[C@H]2C1=O | -8
C[C@@H]1CN([C@@H](C)CO)C(=O)c2cc(NC(=O)c3ccccc3)ccc2O[C@@H](C)CCCCO[C@@H]1CN(C)S(=O)(=O)c1ccc(F)cc1 | -1
COc1ccc(CC(O)CO)cc1OCc1ccccc1 (centres undefined) | 0
CN(C(=O)COC(=O)c1cccc(S(=O)(=O)N2CCCCCC2)c1)c1ccccc1 | -16
CCCN(C(=O)COC(=O)CCC(=O)c1ccccc1)c1c(N)n(Cc2ccccc2)c(=O)[nH]c1=O | -5
C[C@@H]1CN([C@@H](C)CO)C(=O)CCCn2cc(nn2)CO[C@H]1CN(C)C(=O)c1cc(-c2ccccc2)on1 | 6
COc1ccccc1NC(=O)N(C)C[C@H]1OCc2cnnn2CCCC(=O)N([C@H](C)CO)C[C@@H]1C | -3
C[C@@H]1CN([C@@H](C)CO)C(=O)CCCn2nncc2CO[C@H]1CN(C)C(=O)Nc1ccc(C(F)(F)F)cc1 | -13
COc1ccc(-c2csc(N(CCCN(C)C)C(=O)c3ccc(OC)c(OC)c3)n2)cc1 | -18
COc1ccc(NC(=O)CN(C)C(=O)c2ccc3c(c2)CC(c2ccccc2)OC3=O)cc1 (centres undefined) | -25
c1ccc(NN(Cc2cnccn2)c2ccccc2)cc1 | -3
O=C(NC1CC1)c1ccccc1NC(=O)c1ccccc1OC(F)F | 25
O=C(Nc1ccc2c3c(cccc13)CC2)c1ccccc1 | 1
C[C@H]1CN([C@@H](C)CO)C(=O)CCCn2nncc2CO[C@@H]1CN(C)Cc1ccc(Oc2ccccc2)cc1 | -8
CCOC(=O)C1=C(COC(=O)C2CC(=O)N(c3ccccc3CC)C2)NC(=O)NC1C (centres undefined) | 11
O=C1COc2ccc(C(=O)COC(=O)CCCOc3ccccc3)cc2N1 | -29
O=C1CNC(=O)c2cc(Cl)ccc2N1 | 5
C[C@H]1CN([C@@H](C)CO)C(=O)CCCn2nncc2CO[C@H]1CN(C)C(=O)c1ccc2ccn(C)c2c1 | 3
O=C1CCC(=O)N1CCC(=O)N(C(=O)NC1CCCCC1)C1CCCCC1 | -16

Part of the list above, comma-delimited.
canonical_smiles,KCNH2 3.1 inh
COc1ccccc1NC(=O)N(C)C[C@H]1OCc2cnnn2CCCC(=O)N([C@H](C)CO)C[C@@H]1C,-3
C[C@@H]1CN([C@@H](C)CO)C(=O)CCCn2nncc2CO[C@H]1CN(C)C(=O)Nc1ccc(C(F)(F)F)cc1,-13
COc1ccc(-c2csc(N(CCCN(C)C)C(=O)c3ccc(OC)c(OC)c3)n2)cc1,-18
COc1ccc(NC(=O)CN(C)C(=O)c2ccc3c(c2)CC(c2ccccc2)OC3=O)cc1 (centres undefined),-25
c1ccc(NN(Cc2cnccn2)c2ccccc2)cc1,-3
O=C(NC1CC1)c1ccccc1NC(=O)c1ccccc1OC(F)F,25
O=C(Nc1ccc2c3c(cccc13)CC2)c1ccccc1,1
C[C@H]1CN([C@@H](C)CO)C(=O)CCCn2nncc2CO[C@@H]1CN(C)Cc1ccc(Oc2ccccc2)cc1,-8
CCOC(=O)C1=C(COC(=O)C2CC(=O)N(c3ccccc3CC)C2)NC(=O)NC1C (centres undefined),11
O=C1COc2ccc(C(=O)COC(=O)CCCOc3ccccc3)cc2N1,-29
O=C1CNC(=O)c2cc(Cl)ccc2N1,5
C[C@H]1CN([C@@H](C)CO)C(=O)CCCn2nncc2CO[C@H]1CN(C)C(=O)c1ccc2ccn(C)c2c1,3
O=C1CCC(=O)N1CCC(=O)N(C(=O)NC1CCCCC1)C1CCCCC1,-16

Later entries:
SMILES | KCNH2 3.1 inh
Cc1ncoc1C(=O)NC1CCCc2c1cnn2-c1cc(F)cc(F)c1 (centres undefined) | 11
CCC/C=C/c1ccc(CN2C(C)C(=O)N(Cc3cn(CCOCOC)nn3)CCS2(=O)=O)cc1 (centres undefined) | -7
CC1(C)CC(=O)C=C(c2ccc(-c3cccc4c3sc3ccccc34)cc2)C1=O | 4
CSc1nsc(SC)c1-c1ccc(Cl)cc1 | 0
CCc1ccc([C@@H]2C[C@H]3[C@@H](CN2S(=O)(=O)c2ccc(C)cc2)C(=O)C[C@@H](c2ccccc2)N3S(=O)(=O)c2ccc(C)cc2)cc1 | -2
O=C(C[C@H]1C(=O)N(Cc2cccnc2)C[C@@H]1Cc1ccccc1)Nc1ccc(Br)cc1 | ?
O=C(NCCc1ccccc1)c1ccccc1C(F)(F)F | ?
CN(C)c1ccc(C=O)c(Oc2ccccc2)c1 | 4
Cc1cccc(OCC(=O)Nc2ccc(C(=O)Nc3ccccc3C(=O)O)cc2)c1 | -4
Cc1ccc(OCC(=O)Nc2ccc(C(=O)Nc3ccccc3C(=O)O)cc2)cc1C | -9
CCCCN1C[C@H](c2ccccc2)[C@@H](CC(=O)NC)C1=O | 4
CCOC(=O)c1c(NC(=O)COC(=O)c2ccc(Cl)nc2)sc(C)c1C | 9
CC(C)CN(C(=O)COC(=O)C12CC3CC(CC(O)(C3)C1)C2)c1c(N)n(Cc2ccccc2)c(=O)[nH]c1=O | 12
O=C(Nc1ccc2nc(N3CCOCC3)sc2c1)c1cc2ccccc2o1 | -32
O=S1(=O)CCN(C2CCCCCC2)CC1 | 5
COCCn1c(=S)[nH]c2cc(C(=O)N3CCN(C4CCCCC4)CC3)ccc2c1=O | -1
CCCCN1C(=O)C(CC(=O)NCc2cccs2)CC(C(=O)N(C)C)=C1C (centres undefined) | -17
O=C(COC(=O)c1ccc(S(=O)(=O)N2CCCC2)cc1)Nc1ccccc1Cl | -1
CC1=C(C(=O)N2CCOCC2)CC(CC(=O)NC2CCCCC2)C(=O)N1Cc1ccc(C(C)(C)C)cc1 (centres undefined) | 28
O=C(NCCN1CCCC(O)C1)c1cc(COc2cccc(C(F)(F)F)c2)on1 (centres undefined) | 19
O=C(c1cccs1)N1C[C@@H](O)[C@H](n2cc(-c3ccc(F)cc3)nn2)C[C@@H]1c1ccc(Cl)cc1 | -15
Cc1ccc(S(=O)(=O)NCc2ccccc2)cc1C(=O)NCC(=O)Nc1c(C)cccc1C | -4
C[C@@H]1CN([C@@H](C)CO)S(=O)(=O)c2ccc(Br)cc2O[C@@H]1CN(C)C(=O)c1ccncc1 | -9
COc1ccc(NC(=O)CN2C(=O)C3CC=CCC3C2=O)cc1Cl (centres undefined) | -7

Single entries from the entries so far:
KCNH2 3.1 inh result of C[C@@H]1CN([C@@H](C)CO)S(=O)(=O)c2ccc(Br)cc2O[C@@H]1CN(C)C(=O)c1ccncc1 is entered as -9
KCNH2 3.1 inh result of O=S1(=O)CCN(C2CCCCCC2)CC1 is entered as 5

Remaining list, next part.
SMILES | KCNH2 3.1 inh
C[C@H]1CN([C@@H](C)CO)C(=O)CCCn2cc(nn2)CO[C@@H]1CN(C)S(C)(=O)=O | 12
CC(=O)c1c(O)cc2c3c1OC(C)(C)C1CCC(C)(CC31)O2 (centres undefined) | 1
COc1ccc(NC(=O)N(C)C[C@H]2OCCCC[C@@H](C)Oc3ccc(N(C)C)cc3C(=O)N([C@H](C)CO)C[C@@H]2C)cc1 | -12
COc1ccc(CN2C(=O)C(CC(=O)NCCc3ccccn3)CC(C(=O)N(C)C)=C2C)cc1 (centres undefined) | -6
COc1ccc([C@H]2N[C@]3(CCCN(Cc4ccccc4)C3=O)[C@H]3C(=O)N(C)C(=O)[C@@H]23)cc1 | 16
CC1CCC2(CC1)NC(=O)N(CC(=O)NCc1ccco1)C2=O (centres undefined) | 15
C[C@@H]1CN([C@H](C)CO)S(=O)(=O)c2ccc(C#C[C@@H](C)O)cc2O[C@@H]1CN(C)Cc1ccc(-c2ccccc2)cc1 | ?
C[C@H]1CN([C@@H](C)CO)C(=O)c2cc(Br)cnc2O[C@@H]1CN(C)C(=O)C1CCC1 | 5
Cc1ccc(S(=O)(=O)Nc2ccc3c(c2)C(=O)N([C@@H](C)CO)C[C@@H](C)[C@@H](CN(C)CC2CC2)OCCCC[C@@H](C)O3)cc1 | -10
COC(=O)C[C@H]1C[C@H]2c3cc(NC(=O)CC4CC4)ccc3O[C@H]2[C@H](CO)O1 | -23
COCOCCn1cc(CN2CCS(=O)(=O)N(Cc3ccc(-c4ccc(Cl)cc4)cc3)C(CC(C)C)C2=O)nn1 (centres undefined) | -12
O=C(O)Cn1ccnc1[N+](=O)[O-] | 8
COc1ccc(CCNC(=O)CNC(=O)N2CC(=O)Nc3ccccc32)cc1 | 3
Cc1ccc(O)c(Cc2cc(C)cc(Cc3cc(C)ccc3O)c2O)c1 | -5
O=C(CCNS(=O)(=O)c1ccc(Cl)cc1)NCCc1ccccc1 | 8
CCOc1ccc(S(=O)(=O)N2CCC(C(=O)Nc3ccccc3N3CCCC3)CC2)cc1 | 2
Nc1ccn(C2OC(CCl)C(O)C2O)c(=O)n1 (centres undefined) | 10
COc1cccc(Nc2ncnc3ccc(Br)cc23)c1 | 4
O=C(NCC1CCCO1)c1cccc(S(=O)(=O)Nc2ccccc2Cl)c1 (centres undefined) | 10
O=C(CSc1nnc(COc2ccc(Cl)cc2)o1)Nc1nccs1 | -4
CCCCCCN1C[C@@H](n2cc(COC(=O)c3ccccc3)nn2)[C@H](O)C[C@@H]1c1ccccc1 | -22
CC(Sc1nnc(C(C)Oc2ccc(F)cc2)o1)C(=O)NCc1ccc2c(c1)OCO2 (centres undefined) | 8
COc1cc2c(cc1OC)C(CNC(=O)C=Cc1cc(OC)c(OC)c(OC)c1)C2 (centres undefined) | 1
C[C@H]1Cn2cnc(C(=O)NCc3ccc(CNC(=O)OC(C)(C)C)cc3)c2C(=O)N1 | 7
C[C@@H]1CN(Cc2nnnn2CC(=O)NCCCn2cccn2)C[C@H](C)O1 | -8
